Source: PubChem BioAssay (National Center for Advancing Translational Sciences (NCATS))
SNCA expr inhib: reduces expression of the alpha-synuclein gene. HEK-293 SNCA-luciferase knock-in, luminescence, 24 h. Potency, µM (titrated, usually from 57.2 µM), inactives show at the highest dose activity change, negative = inhibition, most hits filed as inhibitors. 0.17% of 140,000 active;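 note: plate controls were DMSO cells for no effect and cell-free wells for full effect; nearly all actives have a fitted effect of over 45% in size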
SNCA viab count: counter-screen for SNCA expression inhibitors: cell viability; HEK-293-SNCA-luc viability, GF-AFC fluorescence, 24 h; Potency, µM (titrated, usually from 57.1 µM), inactives show at the top dose activity change, negative = cytotoxicity, usual class: cytotoxic; 0.12% of 150,000 active; AID 1671193;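 note: 0% = DMSO-treated cells and -100% = medium-only wells without cells; nearly all actives have a fitted effect of over 30% in size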
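HEK-293-SNCA-luc cells (1500/well) plated 24 h, then exposed 24 h to a dilution series; GF-AFC added 30 min at 37C, fluorescence 405/540 nm; normalised to medium-only and DMSO wells, Hill fit.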
Active calls of the source: *; ? = inconclusive; [ ] = remark or other dose. Calls come from the whole dose curve; as a rule, active = well fitted curve in the direction sought with a large enough effect; inconclusive = small, poorly fitted or top-dose-only effect, or another doubt; inactive = no such curve, though single readings can be large; an effect the other way counts as inactive or inconclusive. Potency is the fitted concentration of half-maximal effect. A portion of the library; count on the stated rates, not on these rows.

SMILES	SNCA expr inhib	SNCA viab count
Cc1cnc(CNc2cc(-c3ccc(C(=O)N(C)C)cc3)ncn2)cn1	9%	-14%
COc1ccc(-c2nc3cnc(N4CCNCC4)nc3n(C)c2=O)cc1	145%[activator]	-2%
CCNc1ncc2nc(-c3ccccc3)c(=O)n(CCc3ccccc3)c2n1	1%	?
COc1cccc(Nc2ncc3ncc(=O)n(CCc4ccccc4)c3n2)c1	-9%	-21%
COCC(=O)N1CCC2(CC1)CN(c1cccc(-c3ccccc3)c1)C2	-10%	-14%
c1nc(NCCN2CCOCC2)c2cc(-c3ccoc3)ccc2n1	42%[activator]	-17%
COCCn1c(=O)c(CCc2ccccc2)nc2cnc(N3CCOCC3)nc21	20%	-17%
COc1cccc(Nc2ncc3ncc(=O)n(C[C@H]4CCCO4)c3n2)c1	?	?
COc1ccc(Oc2ncc3nc(-c4ccc(F)cc4)c(=O)n(Cc4cccs4)c3n2)cc1	-14%	-3%
COc1ccc(NC(=O)N2CCCC3(CCN(C(=O)c4cc(C(F)(F)F)cc(C(F)(F)F)c4)CC3)C2)cc1	-8%	-2%
CC(C)NC(=O)N1CC[C@@]2(CCCN(S(C)(=O)=O)C2)C1	4%	0%
CC(=O)NCCNc1ncnc2ccc(-c3ccc(C(=O)N(C)C)cc3)cc12	18%	2%
CN1CCC2(CC1)CCN(S(=O)(=O)c1ccccc1)CC2	-21%	11%
COCC(=O)N1CCC2(CCN(Cc3ccccc3)CC2)CC1	?	-21%
COc1cccc(-c2cncnc2NCc2ccccc2)c1	-13%	-1%
CC(C)CN1CC2(CCN(C(=O)c3csnn3)CC2)C1	-23%	4%
N#CCCn1c(=O)c(-c2cc(F)cc(F)c2)nc2cnc(Nc3ccccc3)nc21	-7%	-2%
O=C(c1ccco1)N1CCC2(CCCN(c3ccccc3)C2)CC1	10%	-12%
c1cncc(CNc2cc(-c3ccoc3)ncn2)c1	-10%	2%
COc1ccccc1CN1CCC2(CCNCC2)CC1	9%	?
COc1ccc(NC(=O)N2CC3(CCN(C(=O)c4csnn4)CC3)C2)cc1	7%	7%
Cc1cnc(CNc2nc(-c3cccnc3)nc3ccccc23)cn1	1%	3%
CCNc1ncc2nc(-c3cc(F)cc(F)c3)c(=O)n(-c3ccc(OC)cc3)c2n1	20%	10%
Cn1cccc1C(=O)N1CCC2(CCCN(c3ccncc3)C2)CC1	1%	9%
COc1ncc2nc(C)c(=O)n(C3CC3)c2n1	17%	-23%
CN(C)c1ncc2nc(-c3cccs3)c(=O)n(C[C@H]3CCCO3)c2n1	22%	?
CCNc1ncc2ncc(=O)n(Cc3ccc(F)cc3)c2n1	4%	-22%
Cc1ccccc1-c1cncnc1NC1CCNCC1	-5%	7%
CN(C)C(=O)c1ccc(-c2cc(NCc3cccnc3)ncn2)cc1	-5%	-5%
N#CCCn1c(=O)cnc2cnc(N3CCOCC3)nc21	-6%	-20%
CN(C)Cc1ccccc1-c1nccc(NCc2cccs2)n1	-7%	-2%
CN(C)Cc1ccccc1-c1ccc2ncnc(NC3CC3)c2c1	-26%	-8%
O=C(c1csnn1)N1CCC[C@@]2(CCN(Cc3nccs3)C2)C1	-21%	-18%
COc1ccc(-c2nc3cnc(OC)nc3n(-c3ccc(OC)cc3)c2=O)cc1	5%	7%
CS(=O)(=O)N1CCC2(CCN(C(=O)Nc3cccc(F)c3)CC2)CC1	-5%	0%
COc1ccc(-n2c(=O)cnc3cnc(Oc4ccccc4)nc32)cc1	-12%	-14%
Cc1noc(C)c1C(=O)N1CCC2(CCCN(c3ccncc3)C2)CC1	32%[activator]	0%
O=c1c(-c2ccc(F)cc2)nc2cncnc2n1Cc1ccc(F)cc1	?	?
CS(=O)(=O)N1CCC2(CC1)CN(c1cccc(-c3ccccc3)c1)C2	28%	-23%
CCNc1ncc2ncc(=O)n(Cc3cccs3)c2n1	-1%	?
Cc1ccccc1-c1cc(Nc2ccc(F)cc2)ncn1	-5%	6%
c1ccc(-c2cccc(N3CC4(CCNCC4)C3)c2)cc1	-22%	-8%
COc1ccc(-c2nc3cnc(Nc4cccc(OC)c4)nc3n(C[C@H]3CCCO3)c2=O)cc1	13%	?
Clc1ccccc1-c1nc(NC2CCNCC2)c2ccccc2n1	-11%	?
O=C(c1cc(C(F)(F)F)cc(C(F)(F)F)c1)N1CCC[C@@]2(CCN(c3ccccc3)C2)C1	17%	-11%
Cc1cccc(CNc2ncncc2-c2ccccc2C)c1	-13%	-6%
O=c1c(-c2cccc(F)c2)nc2cncnc2n1Cc1ccccc1	17%	-5%
COc1ncc2ncc(=O)n(CCC#N)c2n1	16%	-19%

A second format for part of the listing above.
| mol | SNCA expr inhib | SNCA viab count |
| --- | --- | --- |
| CN(C)c1ncc2nc(-c3cccs3)c(=O)n(C[C@H]3CCCO3)c2n1 | 22% | ? |
| CCNc1ncc2ncc(=O)n(Cc3ccc(F)cc3)c2n1 | 4% | -22% |
| Cc1ccccc1-c1cncnc1NC1CCNCC1 | -5% | 7% |
| CN(C)C(=O)c1ccc(-c2cc(NCc3cccnc3)ncn2)cc1 | -5% | -5% |
| N#CCCn1c(=O)cnc2cnc(N3CCOCC3)nc21 | -6% | -20% |
| CN(C)Cc1ccccc1-c1nccc(NCc2cccs2)n1 | -7% | -2% |
| CN(C)Cc1ccccc1-c1ccc2ncnc(NC3CC3)c2c1 | -26% | -8% |
| O=C(c1csnn1)N1CCC[C@@]2(CCN(Cc3nccs3)C2)C1 | -21% | -18% |
| COc1ccc(-c2nc3cnc(OC)nc3n(-c3ccc(OC)cc3)c2=O)cc1 | 5% | 7% |
| CS(=O)(=O)N1CCC2(CCN(C(=O)Nc3cccc(F)c3)CC2)CC1 | -5% | 0% |
| COc1ccc(-n2c(=O)cnc3cnc(Oc4ccccc4)nc32)cc1 | -12% | -14% |
| Cc1noc(C)c1C(=O)N1CCC2(CCCN(c3ccncc3)C2)CC1 | 32%[activator] | 0% |
| O=c1c(-c2ccc(F)cc2)nc2cncnc2n1Cc1ccc(F)cc1 | ? | ? |
| CS(=O)(=O)N1CCC2(CC1)CN(c1cccc(-c3ccccc3)c1)C2 | 28% | -23% |
| CCNc1ncc2ncc(=O)n(Cc3cccs3)c2n1 | -1% | ? |
| Cc1ccccc1-c1cc(Nc2ccc(F)cc2)ncn1 | -5% | 6% |
| c1ccc(-c2cccc(N3CC4(CCNCC4)C3)c2)cc1 | -22% | -8% |
| COc1ccc(-c2nc3cnc(Nc4cccc(OC)c4)nc3n(C[C@H]3CCCO3)c2=O)cc1 | 13% | ? |
| Clc1ccccc1-c1nc(NC2CCNCC2)c2ccccc2n1 | -11% | ? |
| O=C(c1cc(C(F)(F)F)cc(C(F)(F)F)c1)N1CCC[C@@]2(CCN(c3ccccc3)C2)C1 | 17% | -11% |
| Cc1cccc(CNc2ncncc2-c2ccccc2C)c1 | -13% | -6% |
| O=c1c(-c2cccc(F)c2)nc2cncnc2n1Cc1ccccc1 | 17% | -5% |
| COc1ncc2ncc(=O)n(CCC#N)c2n1 | 16% | -19% |

Further compounds follow:
SMILES	SNCA expr inhib	SNCA viab count
Cc1nc2cnc(N3CCOCC3)nc2n(Cc2cccs2)c1=O	21%	-25%
Cc1noc(C)c1C(=O)N1CCC2(CCCN(c3ccccn3)C2)CC1	-9%	0%
CN(C)Cc1ccccc1-c1cc(N(C)C)ncn1	13%	5%
COc1ccccc1CNc1ncncc1-c1cccc(NS(C)(=O)=O)c1	5%	8%
c1ccc(Nc2ncnc3ccc(-c4ccoc4)cc23)cc1	-13%	-7%
CN1CCN(c2ncc3nc(-c4ccccc4)c(=O)n(-c4ccccc4)c3n2)CC1	-11%	?
COc1ccccc1-c1nccc(NCc2cccs2)n1	-5%	-14%
O=C(c1cccc(F)c1)N1CCC2(CCCN(C(c3ccccc3)c3ccccc3)C2)CC1	-27%	-2%
COc1ccc(CNc2ncncc2-c2ccccc2CN(C)C)c(OC)c1	4%	11%
O=C(c1cccc(F)c1)N1CCC2(CCCN(c3ncccn3)C2)CC1	-12%	1%
COc1ccccc1CN1CC[C@@]2(CCCN(S(=O)(=O)c3ccccc3)C2)C1	-11%	-3%
O=C(c1cc(C(F)(F)F)cc(C(F)(F)F)c1)N1CCC2(CCN(Cc3nccs3)CC2)CC1	1%	-10%
Cc1cccc(CNc2cc(-c3ccccc3Cl)ncn2)c1	-7%	-12%
CN(C)c1ncc2nc(-c3ccccc3)c(=O)n(Cc3ccc(F)cc3)c2n1	22%	?
CN(C)c1ncc2nc(-c3cccs3)c(=O)n(CCC#N)c2n1	26%	?
COc1ccccc1CNc1cc(-c2c(C)noc2C)ncn1	64%[activator]	1%
O=C(Oc1ccccc1)N1CCC2(CCCN(c3ncccn3)C2)CC1	-11%	4%
COc1ccc(NC(=O)N2CC3(CCN(C(C)=O)CC3)C2)cc1	0%	1%
COc1ccc(NC(=O)N2CC[C@@]3(CCCN(S(C)(=O)=O)C3)C2)cc1	6%	-10%
COc1ccc2[nH]cc(CCNc3ncnc4ccc(-c5ccoc5)cc34)c2c1	7%	-25%
COc1ccccc1-c1ccc2ncnc(NCc3ccccc3)c2c1	44%[activator]	2%
O=c1c(-c2cccs2)nc2cnc(Oc3ccccc3)nc2n1C1CC1	46%[activator]	?
c1ccc(CNc2nc(-c3ccoc3)nc3ccccc23)cc1	-6%	-18%
COCC(=O)N1CCC[C@@]2(CCN(C(=O)Nc3cccc(F)c3)C2)C1	-4%	-9%
COc1ccc(NC(=O)N2CC[C@@]3(CCCNC3)C2)cc1	7%	7%
COCCNc1ncnc2ccc(-c3cccc(OC)c3)cc12	-1%	3%
COc1ccccc1CN1CCCC2(CCN(C(=O)c3cccn3C)CC2)C1	26%	1%
COc1cccc(Cn2c(=O)c(-c3ccccc3)nc3cncnc32)c1	9%	-24%
O=C(c1csnn1)N1CCC2(CC1)CCN(c1ccncc1)CC2	3%	0%
O=C(c1ccco1)N1CCC2(CCN(Cc3ccncc3)CC2)CC1	-8%	-3%
CN(C)Cc1ccccc1-c1cc(NCc2cccs2)ncn1	22%	-1%
COCCn1c(=O)c(-c2cccc(Cl)c2)nc2cncnc21	2%	3%
O=C(c1cc(C(F)(F)F)cc(C(F)(F)F)c1)N1CCC2(CC1)CN(c1ccccc1)C2	-3%	-5%
N#Cc1cccc(-c2nccc(NCc3cccnc3)n2)c1	-4%	0%
Cc1nc2cnc(N3CCN(C)CC3)nc2n(Cc2ccc(F)cc2)c1=O	-4%	-10%
COc1ccc(-c2nc3cnc(OC)nc3n(C[C@H]3CCCO3)c2=O)cc1	7%	-21%
COc1ncc2nc(-c3ccc(Cl)cc3)c(=O)n(Cc3cccs3)c2n1	14%	-5%
COc1ccccc1CNc1nc(-c2cccc(NS(C)(=O)=O)c2)nc2ccccc12	-3%	-14%
COc1ccc(NC(=O)N2CCCC3(CCN(C(=O)c4ccco4)CC3)C2)cc1	-9%	?
COc1ccc(-c2nc3cnc(Nc4cccc(OC)c4)nc3n(C)c2=O)cc1	-1%	?
O=C(Nc1cccc(F)c1)N1CCC2(CC1)CCN(S(=O)(=O)c1ccccc1)CC2	-17%	-15%
O=c1c(-c2cc(F)cc(F)c2)nc2cnc(N3CCNCC3)nc2n1C1CC1	9%	?
COc1ccc(C(=O)N2CCC[C@@]3(CCN(C(=O)NC(C)C)C3)C2)cc1	-14%	-17%
Cc1cccc(CNc2ncncc2-c2ccc(C(=O)N(C)C)cc2)c1	-3%	7%
N#CCCn1c(=O)c(-c2cccs2)nc2cnc(N3CCOCC3)nc21	?	?
N#CCCn1c(=O)c(CCc2ccccc2)nc2cnc(Nc3ccccc3)nc21	-14%	28%
Cc1cccc(CNc2cc(-c3ccc(C(=O)N(C)C)cc3)ncn2)c1	-6%	0%
COc1ccccc1CNc1ncnc2ccc(-c3ccccc3OC)cc12	-12%	-2%
CN1CCN(c2ncnc3ccc(-c4ccccc4Cl)cc23)CC1	-5%	-14%
CN(C)c1ncc2nc(-c3ccc(F)cc3)c(=O)n(C[C@H]3CCCO3)c2n1	5%	?
COCC(=O)N1CCC[C@@]2(CCN(Cc3nccs3)C2)C1	4%	-3%
COc1ccccc1CN1CCC2(CC1)CCN(C(C)=O)CC2	-11%	-3%
CCNc1ncc2nc(-c3cc(F)cc(F)c3)c(=O)n(CCOC)c2n1	29%	?
COc1ncc2nc(-c3ccc(Cl)cc3)c(=O)n(C)c2n1	93%[activator]	9%
O=C(c1csnn1)N1CCC2(CC1)CCN(c1cccc(-c3ccccc3)c1)CC2	-20%	2%
COc1ccc2[nH]cc(CCNc3ncncc3-c3ccccc3OC)c2c1	?	-29%
N#CCCn1c(=O)c(-c2ccccc2)nc2cnc(N3CCNCC3)nc21	29%	11%
COCCn1c(=O)c(-c2ccccc2)nc2cnc(Nc3ccccc3)nc21	10%	?
COCC(=O)N1CCC2(CC1)CCN(C(=O)Nc1ccc(OC)cc1)CC2	5%	-9%
O=c1c(-c2ccc(F)cc2)nc2cnc(Oc3ccccc3)nc2n1Cc1cccs1	12%	-8%

Remaining list, next part.
SMILES	SNCA expr inhib	SNCA viab count
CN(C)c1ccc(-c2nc(N(C)C)c3ccccc3n2)cc1	37%[activator]	-30%
COc1ccc(-n2c(=O)cnc3cnc(N(C)C)nc32)cc1	2%	?
COc1cccc(-c2nc(NCc3ccccc3OC)c3ccccc3n2)c1	11%	?
COc1ncc2nc(-c3ccccc3)c(=O)n(Cc3cccs3)c2n1	-10%	-15%
O=C(c1ccncc1)N1CCC2(CC1)CN(c1ccccn1)C2	29%	3%
O=c1c(-c2cccs2)nc2cncnc2n1-c1ccccc1	43%[activator]	13%
CN(Cc1ccco1)c1cc(-c2ccccc2C(F)(F)F)ncn1	-11%	-4%
